Glioma ERSR ind = induces the endoplasmic reticulum stress response in human glioma cells; Potency, µM, inactives show at the highest dose activation, usual class: activators; U87-MG GRP78 promoter luciferase reporter, 16 h; AID 602332; actives 0.02% (n = 420,000); further: potency means the concentration at half of the fitted maximal effect; series mostly up to about 76 µM; % of control where 0% means no effect; nearly all actives have a fitted effect of over 35% in size
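Stably transfected U87-MG human glioma cells carrying a GRP78-based luminescent sensor were seeded at 1000 cells/well, pin-dosed with compounds and incubated 16 h. Luciferase reagent was then added, and end-point luminescence was read after 10 min at room temperature.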
ERG Ets-DNA blk = ERG Ets/DNA interaction inhibition; fluorescence polarization, His-ERG Ets domain / labelled DNA; P11308; actives 0.028% (n = 370,000); Potency, µM (highest dose often 76.9 µM), for the others: top-dose FP activity, negative = inhibition, usual class: inhibitors; active means well fitted inhibition curve with a large enough effect in the polarisation, with a control signal flat; inconclusive means small, poorly fitted or top-dose-only effect, or effect the other way, or a change in a side signal; inactive means no such curve, though single readings can be large or run the other way; the % refers to the polarisation;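 further: polarization taken with two DNA probes labelled with fluorescein and Texas red; potency means the concentration at half of the fitted maximal effect; % of control where 0% means no effect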
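His-tagged ERG Ets domain (1 uM in the protein solution; 300mM KCl, 50mM Tris-HCl, 1mM EDTA, 1mM DTT, pH 7.5) received compound, then a probe mix of 5 nM fluorescein-DNA and 100nM Texas-615-DNA. Fluorescence polarization was read for both dyes.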
12-LOX inh = inhibitors of human 12S-lipoxygenase ALOX12; purified 12hLO, xylenol orange hydroperoxide absorbance; Potency, µM (titrated, usually from 108 µM), for inactives: top-dose activity change, negative = inhibition, actives largely listed as inhibitors; actives 1.1% (n = 580,000); further: potency means the concentration at half of the fitted maximal effect; on the % scale 0 is the no-effect control and ±100 the full control effect
Target sequence (P18054 whole entry, looked up): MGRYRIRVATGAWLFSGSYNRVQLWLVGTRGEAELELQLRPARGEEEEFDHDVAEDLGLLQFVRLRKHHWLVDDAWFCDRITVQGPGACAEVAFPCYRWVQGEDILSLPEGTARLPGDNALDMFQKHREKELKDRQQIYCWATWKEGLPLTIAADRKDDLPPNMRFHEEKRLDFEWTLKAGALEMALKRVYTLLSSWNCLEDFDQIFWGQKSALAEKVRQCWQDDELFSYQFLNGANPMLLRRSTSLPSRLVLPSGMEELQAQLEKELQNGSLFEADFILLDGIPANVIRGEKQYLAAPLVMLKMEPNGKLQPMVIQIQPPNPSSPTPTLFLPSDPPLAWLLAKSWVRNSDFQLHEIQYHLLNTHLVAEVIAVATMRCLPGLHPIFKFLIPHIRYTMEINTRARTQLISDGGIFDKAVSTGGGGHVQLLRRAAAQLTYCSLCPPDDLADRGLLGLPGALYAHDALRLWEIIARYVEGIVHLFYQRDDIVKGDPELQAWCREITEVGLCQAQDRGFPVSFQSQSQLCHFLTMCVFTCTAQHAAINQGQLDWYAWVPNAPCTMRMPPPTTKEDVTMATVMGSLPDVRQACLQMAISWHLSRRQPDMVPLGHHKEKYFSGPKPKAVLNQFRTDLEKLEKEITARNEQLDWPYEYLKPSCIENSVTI
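Purified human 12hLO at 150 nM in 25 mM Hepes, 0.01% Triton X-100, pH 7.0, preincubated 15 min at room temperature with compound. Reaction started with 40 uM arachidonic acid, 30 min at room temperature. Hydroperoxide measured by Fe-xylenol orange, 573/405 nm absorbance ratio.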
RGS4 inh = inhibitors of human regulator of G protein signaling 4; P49798; AID 504845; Transcreener GDP fluorescence polarization, RGS4-accelerated GTP hydrolysis; Potency, µM (top dose mostly 114 µM), inactives show at the highest dose activity change, negative = inhibition, hits mostly inhibitors; actives 0.039% (n = 390,000); further: potency means the concentration at half of the fitted maximal effect; on the % scale 0 is the no-effect control and ±100 the full control effect; nearly all actives have a fitted effect of over 75% in size; some results filed as inactive show a strong effect at the top dose
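MLSMR compounds (23 nl, pin-transferred) preincubated 10 min at room temperature with a 500nM (2x) first reagent, then RGS4 at 900nM (2x) plus Transcreener GDP mix added; fluorescence polarization (620/688 nm) read before and after 90 min at 30 °C.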
LDHA inh = blocks human lactate dehydrogenase A. purified LDHA, NADH/diaphorase-resazurin fluorescence; active compounds read low. activity change, % (values are at about 110 or 230 µM). actives 0.15% (n = 480,000). AID 1347041; in the data active means activity change below about -30%; inconclusive means mostly about -25% to -30%;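 further: plate controls were DMSO wells for no effect and wells without enzyme for full effect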
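Enzyme activity of human lactate dehydrogenase 5 (2 nM; 0.06 mM NADH, 0.2 mM pyruvate, 5 min, RT) is measured via a resazurin/diaphorase fluorescence readout of residual NADH.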
D2 antagonist = antagonizes the human D2 dopamine receptor. inhibition, % at 10 µM. HEK293 TREx D2 cells, calcium flux, dopamine EC80. actives 2% (n = 340,000); in the data active means inhibition above about 30%; further: 0% is about no effect
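Measurement of antagonist activity uses fluorescent calcium dye in inducible HEK293 T-REx D2 cells: 10 s baseline, compound addition with 180 s read, EC80 dopamine addition with a further 180 s read.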
D2 ag = D2 dopamine receptor (human) agonism | HEK293 T-REx D2 cells, calcium flux agonist mode | actives 0.53% (n = 340,000) | activation, % at 2 µM;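 active means activation over 3 SD above normal in the single-dose calcium agonist read, cut at about 30% in these data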; further: 0% is about no effect
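Agonism scored from kinetic calcium signal (1 read/sec, 180 s) following compound pin transfer, after a 10 s baseline. Cells: HEK293 Trex line expressing inducible D2 receptor coupled to calcium, dye-loaded after overnight culture at 30 C.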
Vif-A3F inh = blocks the Vif interaction with APOBEC3F; HeLa A3F-eYFP + Vif (tagged APOBEC3F with the HIV-1 protein that degrades it), YFP fluorescence increase; actives 0.2% (n = 390,000); Potency, µM (doses to about 46.1 µM), inactives show at the highest dose activity, negative = active; further: potency means the concentration at half of the fitted maximal effect; % of control where 0% means no effect; nearly all actives have a fitted effect of over 65% in size
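HeLa cells stably expressing A3F-eYFP plus Vif, plated and incubated overnight at 37 deg C, then exposed to compounds overnight at 37 deg C. Blocked degradation read as raised yellow fluorescence (Ex 488/Em 500-530).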
Vif-A3G inh = blocks the Vif interaction with human APOBEC3G; Q9HC16; HeLa A3G-eYFP + Vif (tagged APOBEC3G with the HIV-1 protein that degrades it), YFP fluorescence, overnight; Potency, µM (series often up to 46.1 µM), inactives show at the highest dose activity, negative = active, most hits filed as inhibitors; actives 0.076% (n = 410,000); AID 602310;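 further: potency means the concentration at half of the fitted maximal effect; on the % scale 0 is the no-effect control and ±100 the full control effect; nearly all actives have a fitted effect of over 60% in size; hits raise eYFP signal because A3G escapes Vif-driven loss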
Target sequence (Q9HC16 whole entry, looked up): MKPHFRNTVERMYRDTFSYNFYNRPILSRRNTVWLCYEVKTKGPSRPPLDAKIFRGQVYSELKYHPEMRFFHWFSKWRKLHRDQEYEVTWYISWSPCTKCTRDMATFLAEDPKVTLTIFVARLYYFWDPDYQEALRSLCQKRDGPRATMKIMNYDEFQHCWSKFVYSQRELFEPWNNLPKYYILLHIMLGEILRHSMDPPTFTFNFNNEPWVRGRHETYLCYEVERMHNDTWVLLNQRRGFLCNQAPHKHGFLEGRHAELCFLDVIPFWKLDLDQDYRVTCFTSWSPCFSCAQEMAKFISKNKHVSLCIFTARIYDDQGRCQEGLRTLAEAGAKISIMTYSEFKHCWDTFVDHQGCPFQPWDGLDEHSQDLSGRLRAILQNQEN
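HeLa cells stably expressing Vif and C-terminally eYFP-tagged A3G, seeded overnight at 37 deg C, then exposed to compound by pintool overnight at 37 deg C. Rise in yellow fluorescence (Ex 488/Em 500-530, Acumen) marks blocked Vif-driven A3G degradation.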
Numbers without * were called inactive; ? = inconclusive; / = no result given; [ ] = remark or other dose. Unless noted, the call rests on the fitted dose curve; in most records, active means well fitted curve in the direction sought with a large enough effect; inconclusive means small, poorly fitted or top-dose-only effect, or another doubt; inactive means no such curve, though single readings can be large; an effect the other way counts as inactive or inconclusive. Only part of the results is shown; count on the stated rates, not on these rows.

cpd	SMILES	Glioma ERSR ind	ERG Ets-DNA blk	12-LOX inh	RGS4 inh	LDHA inh	D2 antagonist	D2 ag	Vif-A3F inh	Vif-A3G inh
1	CCC(=O)NNc1nc2c(F)cccc2s1	-0.1%	4.6%	481.3%[activator]	-10.1%[56.9 µM]	0.4	-4.2	0.6	4.8%	-1.5%
2	COC(=O)c1ccccc1NC(=O)Cn1c(=O)n(-c2ccc(C)cc2)c(=O)c2ccccc21	-4.8%	-5.9%	0.0%	2.5%	2.6	/	-0.1	3.0%	?
3	COCCN(C(=O)Cn1nnc2ccccc21)C(C(=O)NC1CCCC1)c1ccc(OC)cc1OC (centres undefined)	0.4%	9.9%	10.6%	-22.0%	-3.5	20.8	0.8	-6.2%	-3.0%
4	C=CCn1c(N)cc(=O)nc1SCC(=O)Nc1cccc2ccccc12	1.1%	-1.8%	-21.9%	-19.1%	-0.4	-7.4	-1.7	2.4%	0.1%
5	CN(C)S(=O)(=O)N(CC(=O)N1CCC(Cc2ccccc2)CC1)c1ccccc1	-3.4%	18.2%	1.2%	8.7%	-8.4	0.5	-0.1	-9.8%	2.8%
6	CC(=O)NCCC(=O)Nc1cccc(S(=O)(=O)N(C)c2ccccc2)c1	-3.1%	-7.1%	-12.5%	-17.9%	-3.4	2.2	-0.5	12.7%	1.2%
7	COc1ccccc1C(=O)NC1CC2CCC(C1)N2Cc1ccccc1 (centres undefined)	-2.4%	15.4%	10.8%	-14.4%	-4.7	89.4*	-0.7	-8.4%	-6.7%
8	CCCC(=O)Oc1ccc(C2NC(=O)c3ccccc3O2)cc1 (centres undefined)	-1.9%	3.3%	0.0%	15.9%	-1.4	/	/	-19.0%	-1.1%
9	c1ccc(-c2onc3cc4c(cc23)OCCO4)cc1	7.2%	5.8%	1.8%	-10.5%	11.8	-1.4	-1.0	-3.4%	-12.3%
10	CC(=O)Oc1ccccc1N1C(=O)c2ccc(C(=O)O)cc2C1=O	1.8%	-3.7%	0.0%	7.8%	1.1	0.0	2.7	-4.6%	-2.3%
11	O=C(O)c1ccc2c(c1)N(Cc1ccc(F)cc1Cl)C(=O)c1ccccc1S2	5.2%	-1.0%	?	-0.3%	-1.0	/	-0.5	-0.7%	3.3%
12	Cc1ccc(CNC(=O)c2ccccc2N(C)S(C)(=O)=O)cc1	-4.0%	-5.7%	1.5%	-26.2%	-3.1	8.9	-0.4	4.0%	-0.6%
13	CCn1c(CNC(=O)c2ccccc2F)cc2ccccc21	4.4%	-1.2%	?	-21.0%	-5.2	21.1	0.2	-12.4%	0.1%
14	CCOC(=O)C/C(C)=N\Nc1nc(-c2ccccc2)cs1	4.6%	-2.4%	35.6%[activator]	-28.7%	-1.7	/	/	-1.2%	0.2%
15	O=C(CSc1cn(CCNC(=O)c2cccs2)c2ccccc12)NC1CCCCC1	-3.1%	-2.1%	11.9%[57.4 µM]	-3.3%	-7.8	5.4	-0.3	2.5%	0.7%
16	CC12CC3CC(C)(C1)CC(CN1CCOCC1)(C3)C2	-3.7%	4.2%	10.7%	15.6%	0.8	11.4	-1.7	-12.7%	4.0%
17	CC(C)NC(=O)N(C)C[C@H]1Oc2ccc(NC(=O)Nc3ccc(C(F)(F)F)cc3)cc2C(=O)N([C@H](C)CO)C[C@@H]1C	2.5%	0.2%	-25.1%	-5.8%	1.3	/	/	2.8%	-9.7%
18	Nc1c(/C=C2/C=CC(=O)C(O)=C2)c(=O)nc2sc(CC(=O)N3CCCC3)nn12	2.6%	7.7%	?	14.2%	0.3	7.5	-0.7	0.8%	0.6%
19	NS(=O)(=O)c1ccc(CCNC(=O)c2cncc(Br)c2)cc1	-6.5%	-5.2%	-29.1%	-52.6%[11.4 µM]	0.9	-18.3	0.3	5.2%	0.1%
20	CC(=NCCc1c(C)[nH]c2ccc(C)cc12)C1=C(O)CC(c2ccccc2)CC1=O (centres undefined)	-2.9%	17.2%	-18.9%	-20.2%	-0.6	4.1	5.2	-3.0%	?
21	CC(C)c1ccc(C2NC(=S)NC3=C2C(=O)CC(C)(C)C3)cc1 (centres undefined)	3.9%	4.8%	?	-29.4%	-5.9	6.7	3.5	-14.1%	0.3%
22	Cc1cc(NC(=O)CSC2=NCCS2)no1	-4.5%	0.8%	?	-17.5%	-6.3	-6.7	-0.9	7.9%	0.3%
23	O=C(Nc1nc(-c2ccc(F)c(F)c2)cs1)c1cnccn1	-0.2%	-2.5%	14.0%	19.1%	0.7	-1.8	-0.3	-26.8%	2.8%
24	CC(NS(=O)(=O)c1cccc(Cl)c1)C(=O)Nc1ccc(-c2nc3ccccc3s2)cc1 (centres undefined)	3.7%	-0.3%	0.0%	-1.7%	-4.8	17.2	0.6	-6.4%	-8.3%
25	CCC(C)NC(=O)CSc1nnc(-c2cc(OC)c(OC)c(OC)c2)c(-c2cc(OC)c(OC)c(OC)c2)n1 (centres undefined)	0.0%	1.6%	0.0%	-25.7%	2.4	-6.3	-1.3	-7.3%	0.5%
26	Cc1cc([N+](=O)[O-])nn1CC(=O)NNC(=S)Nc1ccc([N+](=O)[O-])cc1	-3.8%	8.3%	-7.6%	-35.5%	-2.9	/	/	-18.8%	-0.2%
27	Cc1sc2ncn(CC(=O)N3CCN(c4ccccc4F)CC3)c(=O)c2c1S(=O)(=O)N1CCOCC1	0.0%	8.5%	18.6%	-13.8%	-8.3	-14.1	-0.3	-15.1%	-1.2%
28	C=CCn1c(SCc2ccccc2)nc(O)cc1=O	-2.9%	3.3%	0.0%	-0.6%	1.2	9.9	1.6	-1.1%	-1.3%
29	Cc1cc(C=O)c(C)n1-c1ccc(N2CCCC2)c([N+](=O)[O-])c1	-4.7%	0.4%	0.7%	-29.8%	0.8	-7.4	0.5	5.9%	-1.1%
30	CCn1c(C)c(C)c2cc(C(=O)NCCN3CCOCC3)ccc21	-1.7%	2.9%	-13.9%	2.2%[56.9 µM]	-4.5	-2.8	-0.6	-3.2%	-3.7%
31	CCn1c(CNC(=O)c2ccco2)nnc1SCC(=O)Nc1cc(F)ccc1C	-4.2%	0.3%	-14.0%	-5.1%	-7.3	6.4	2.9	-21.0%	-7.8%
32	Cc1ccc(S(=O)(=O)N(C)/N=C/c2ccc(N(C)C)cc2)cc1	2.6%	2.9%	/	3.3%	-4.9	-11.4	-2.8	-5.8%	0.5%
33	CCOc1ccc(CC(=O)NCCc2csc(-c3ccc(C(F)(F)F)cc3)n2)cc1	-4.2%	0.0%	-17.9%	-2.9%	1.2	/	0.6	-2.1%	-4.8%
34	CN(C)S(=O)(=O)c1ccc(NC(=O)CN2CCOCC2)cc1	-2.8%	8.5%	-3.4%	4.8%	-6.6	-26.5	-0.2	-0.6%	-3.9%
35	CCOC(=O)C(C)Sc1ncc(OC)c(Sc2ccc(Cl)cc2)n1 (centres undefined)	-2.6%	-0.6%	-22.2%	-10.1%	7.1	/	/	-10.3%	-0.6%
36	N#Cc1ccccc1S(=O)(=O)N1CCN(C(=O)c2cn(-c3ccccc3)nc2-c2cccnc2)CC1	-0.6%	4.6%	211.9%[activator]	20.2%	-1.1	-2.9	-0.3	-3.6%	-12.3%
37	CCCN(c1ccc(C)cc1)c1nc(=O)c2cccnc2s1	-2.0%	0.2%	?	-28.6%	5.1	2.8	-2.1	-1.3%	-8.2%
38	CN(Cc1ccccc1)C(=O)c1ncn(Cc2ccccc2)c1C(=O)N(C)Cc1ccccc1	4.4%	-6.0%	4.0%	6.5%	2.8	-0.6	0.7	1.2%	-7.1%
39	Cn1c(=O)c2c(ncn2CC(=O)Nc2ccc(N3CCOCC3)cc2)n(C)c1=O	?	-16.5%	1.8%	24.2%	2.1	12.7	-0.7	/	-3.5%
40	COc1ccc(-c2ccc(C(=O)NC3CCCCC3)c3occc23)c(C)c1	-0.9%	/	-5.6%	/	-1.9	/	/	/	3.2%
41	COc1ccc(CCNc2nc(-c3ccccc3OC)cc(C(F)(F)F)n2)cc1OC	-2.6%	-0.8%	7.0%	23.3%	2.6	/	3.7	?	2.4%
42	Cc1cccc(C(=O)O/N=C2\CCS(=O)(=O)c3sccc32)c1	-2.7%	-2.4%	73.7%[activator]	24.1%	0.8	-5.3	0.3	5.5%	-10.2%
43	COCCCNC(=O)CS(=O)Cc1nc(-c2cccc(OC)c2)oc1C (centres undefined)	-1.7%	-2.0%	0.0%	10.0%	0.0	-3.7	-0.4	0.1%	-0.2%
44	Cc1snc(S(=O)(=O)/C(C#N)=N\Nc2ccccc2)c1C#N	0.2%	8.1%	0.0%	-13.4%	-2.2	8.1	0.6	6.3%	0.1%

Compound activity as filed in PubChem.
